ALOX12 inh: inhibitors of human 12S-lipoxygenase ALOX12. Potency, µM (top dose mostly 108 µM), for inactives: at the top dose activity change, negative = inhibition, most hits filed as inhibitors. AID 1671190. purified 12hLO, xylenol orange hydroperoxide absorbance. 580,000 compounds, 1.1% hits. P18054; active = well fitted inhibition curve with a large enough effect; inconclusive = small, poorly fitted or top-dose-only effect, or another doubt; inactive = no such curve, though single readings can be large or run the other way
Target sequence (P18054 whole entry, looked up): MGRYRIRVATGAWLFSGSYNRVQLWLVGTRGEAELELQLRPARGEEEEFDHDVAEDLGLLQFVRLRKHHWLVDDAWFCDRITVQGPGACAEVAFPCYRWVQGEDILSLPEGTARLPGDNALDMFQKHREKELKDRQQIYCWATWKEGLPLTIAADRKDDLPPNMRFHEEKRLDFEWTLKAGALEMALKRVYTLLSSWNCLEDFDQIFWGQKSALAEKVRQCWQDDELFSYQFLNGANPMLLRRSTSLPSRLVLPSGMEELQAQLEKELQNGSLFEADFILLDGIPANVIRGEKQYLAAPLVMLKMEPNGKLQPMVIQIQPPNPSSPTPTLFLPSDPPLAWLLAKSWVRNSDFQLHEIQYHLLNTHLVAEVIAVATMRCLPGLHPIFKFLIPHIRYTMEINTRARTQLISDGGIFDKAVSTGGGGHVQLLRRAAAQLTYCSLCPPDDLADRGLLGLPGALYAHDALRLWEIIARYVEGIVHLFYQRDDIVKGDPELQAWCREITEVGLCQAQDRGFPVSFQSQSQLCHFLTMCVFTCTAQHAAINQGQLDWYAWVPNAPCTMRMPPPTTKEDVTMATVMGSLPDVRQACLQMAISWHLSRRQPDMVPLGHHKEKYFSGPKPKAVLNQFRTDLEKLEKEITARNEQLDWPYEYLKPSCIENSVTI
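Purified human 12hLO at 150 nM in 25 mM Hepes, 0.01% Triton X-100, pH 7.0, preincubated 15 min at room temperature with compound. Reaction started with 40 uM arachidonic acid, 30 min at room temperature. Hydroperoxide measured by Fe-xylenol orange, 573/405 nm absorbance ratio.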
* = called active by the depositor; ? = inconclusive; [ ] = another dose, or the depositor's remark. % is scaled to controls: 0 for no effect and ±100 for the full control effect; potency is read from the fitted curve at half-maximal effect. A portion of the library. The share of hits here may be higher or lower than overall.

molecule	ALOX12 inh
Cc1[nH]c(=O)[nH]c(=O)c1CCC(=O)Nc1nc(C(C)C)cs1	1%
O=C(O)C1CN(CC2CC2)CCN(C(=O)c2cc(=O)[nH]o2)C1 (configuration not stated)	?
COc1ccc(-n2c(SCC(=O)Nc3cc(Cl)ccc3OC)nc3c(c2=O)SCC3)cc1	-3%
O=C(NCCc1ccncc1)c1ccc(OC2CCN(C(=O)C3CC3)CC2)cc1	-13%
COc1ccc(C(=O)/C=C/c2ccccc2)cc1OC	-13%
CCCS(=O)(=O)NCc1c(C)ncc2c1CCN(C(=O)c1cccc(Cl)c1F)C2	-6%
CN(C)c1ccc(CN2CCC3(C2)NC(=O)c2ccccc2CO3)cc1 (configuration not stated)	34%[activator]
CC(C)=CCC[C@H](C)C[C@@H]1Cc2[nH][nH]c(=O)c2[C@H](c2ccc(Cl)cc2)O1	?
O=C(/C=C/c1ccc(Br)cc1)c1ccc(O)cc1	?
CCCNC(=O)c1cccc2c1CCN2S(=O)(=O)c1ccc(OC)cc1	20%
COc1ccc(C(=O)N[C@H]2C[C@@H]3CC[C@H]2C3)cc1OC	1%
O=C(/C=C/c1ccc(F)cc1)NCCc1ccccn1	29%
Fc1ccc(CNc2ncnc3ccc(F)cc23)cc1	-21%[57.4 µM]
COc1ccccc1CN(Cc1ccco1)c1cnc(S(C)(=O)=O)nc1C(=O)Nc1ccccc1	34%[activator]
CCCNC(=O)N1CCCCCCN(C)C(=O)CC1	9%
O=C(Nc1ccc2oc(-c3ccncc3)nc2c1)c1cccc2ccccc12	-26%
O=C(Nc1ccc(Cl)cc1)N1Cc2[nH]cnc2C[C@H]1c1nc(-c2ccc(OC(F)(F)F)cc2)no1	33%[activator]
CC(=O)Nc1ccc2oc(-c3ccccc3C)nc2c1	0%
Cc1nc(NCC(C)C)sc1C(=O)Nc1ccccc1	?
Cc1ccccc1S(=O)(=O)N1CCC(CCC(=O)O)CC1	43%[activator]
CN1CCC(N[C@H]2C[C@@H](Cc3cc(-c4ccccc4)on3)C2(C)C)CC1	-18%[176 µM]
Cc1cccc2nc(CSc3nnc(N4CCCC4)n3-c3cccc(Cl)c3)cn12	2%
COc1ccc(COC(=O)C2=C(C)NC(=O)CC2c2cc3c(cc2Br)OCO3)cc1 (configuration not stated)	?
O=C(c1cccc(F)c1)N1CCOC[C@H](Oc2ccc(C(F)(F)F)cc2)C1	23%[176 µM]
COc1ccc(N(C)C2CN(C(=O)OC(C)(C)C)C2)cc1	?
COC(=O)[C@@H](Cc1cccnc1)NC(=O)[C@H]1CN(S(=O)(=O)c2ccccc2)CCN1C(=O)N1CCOCC1	-30%
Cn1cc(CN2C[C@H](C(=O)NCc3ccccc3)C[C@H]2c2cccc(C(F)(F)F)c2)cn1	53%
O=C(NCCCc1ccccc1)C1CCCN(C(=O)Cc2c[nH]c3ccccc23)C1 (configuration not stated)	3%
COc1ccc(NC(=O)c2ccc(CN3C(=O)NC4(CCOCC4)C3=O)cc2)c(OC)c1	13%
Cc1cc(C(=O)N(C)C2CCS(=O)(=O)C2)c2ccccc2n1 (configuration not stated)	13%
CC(C(=O)N(C)C1CCCCC1)N(C)CC(=O)Nc1ccc(Cl)cc1 (configuration not stated)	-4%
CC(C(=O)N(C)Cc1ccccc1)N(c1ccccc1)S(C)(=O)=O (configuration not stated)	1%
c1cncc(-c2nnc3n2CCN(Cc2cccc4ccccc24)C3)c1	7%[6.33 µM]
Cn1cc(CN2CCOC[C@H]2c2ncc(C(C)(C)C)[nH]2)c2ccccc21	30%[176 µM]
Cc1[nH]c(=S)sc1Cc1cccc(C(F)(F)F)c1	25µM*
Cc1noc(C)c1[S+](=O)([O-])N1CCC2(CC(c3cccc(C(F)(F)F)c3)=NO2)C1 (configuration not stated)	7%[6.33 µM]
COc1ccc(CNC(=O)N2CCC(Oc3ccc(-c4noc(C5CC5)n4)cc3)C2)cc1 (configuration not stated)	-2%
O=C(NCc1ccccc1F)c1cc2n(n1)CC(c1ccc(Cl)cc1)OC2 (configuration not stated)	-10%
CCOC(=O)CCNC(=O)N1c2ccccc2CC1c1nc(C2CC2)no1 (configuration not stated)	68%[activator]
CCCn1ccc2sc(C)c(C(=O)NCc3ccccc3)c2c1=O	13%
COc1ccc(C(=O)NCc2nnc3ccc(-c4ccc(C)cc4)nn23)cc1F	10%
COc1ccccc1CN1CCCC(CN(CCN(C)C)C(=O)c2cccnc2)C1 (configuration not stated)	3%
CC(=O)Nc1ccc(CN[C@@H]2CO[C@H](CNC(=O)C3CCCC3)[C@H]2O)cc1	17%[176 µM]
CCCCn1nnnc1C(c1cc2ccccc2o1)N1CCN(C(=O)OC(C)(C)C)CC1 (configuration not stated)	-8%
COc1ccc(CC(=O)N[C@@H]2CCNC[C@H]2O)c(OC)c1	81%[activator]
CCCCN1C(=O)C2(CC(=O)Nc3c2cnn3-c2ccc(C)c(C)c2)c2ccccc21 (configuration not stated)	-39%
O=C(Nc1ccc2c(N3CCOCC3)ncnc2c1)c1ccccc1C(F)(F)F	23%
Cn1cc(C(C(=O)O)N2CCN(Cc3cccc(Cl)c3)CC2)c2cc(C(=O)O)ccc21 (configuration not stated)	-34%

Arranged by the number under ALOX12 inh (low to high): 3 from the list above.
mol,ALOX12 inh
CCCCn1nnnc1C(c1cc2ccccc2o1)N1CCN(C(=O)OC(C)(C)C)CC1 (configuration not stated),-8%
CC(=O)Nc1ccc2oc(-c3ccccc3C)nc2c1,0%
Cn1cc(CN2C[C@H](C(=O)NCc3ccccc3)C[C@H]2c2cccc(C(F)(F)F)c2)cn1,53%

Additional results:
molecule	ALOX12 inh
CCOc1cccc(/C=C2\NC(=O)NC2=O)c1O	?
O=C(NCCS(=O)(=O)N1CCN(c2ccccc2F)CC1)c1ccccc1Br	-3%
Clc1ccc(Sc2ccnc3cc(Cl)ccc23)cc1	18%
COc1ccc(-c2noc(CN3CCCC(C(=O)c4cccnc4)C3)n2)c(OC)c1OC (configuration not stated)	-20%
COc1ccccc1C(NC(=O)c1csc(-c2ccco2)n1)c1nccn1C (configuration not stated)	6%
Cn1cnc(S(=O)(=O)N2CCCC(c3nnnn3-c3ccccc3)C2)c1 (configuration not stated)	17%
CCN(CC)CC1CCN(C(=O)c2cccc(C#N)c2)CC1	-33%
O=c1c2ccccc2nnn1Cc1ccco1	1%

Other compounds
molecule,ALOX12 inh
O=C(c1cc2cc(F)ccc2[nH]1)N(Cc1ccco1)Cc1ccco1,?
CC(C)Cn1c(N2CCN(CCCc3ccccc3)CC2)nc2c1c(=O)[nH]c(=O)n2C,-1%
CN(C(=O)CSc1ncnc2c(-c3cccs3)nsc12)C1CCCCC1,0%
O=C(O)CSCC(=O)N1CCN2C(=O)c3cc(-c4ccc(Cl)cc4)ccc3NC(=O)[C@@H]2C1,?
O=C(Cn1ncc2ccccc2c1=O)NC1CCCc2c1[nH]c1c(Cl)cccc21 (configuration not stated),0%
CNC(=O)c1ccc(OCc2nc(C(C)C)no2)cc1,-3%
O=C(O)c1ccc(-c2ccc(C(=O)O)cn2)cc1,-9%[12.5 µM]
COc1ccc2c(ccn2CCNC(=O)Cn2nc3c(cc2=O)CCCC3)c1,19%
O=C(CCCc1ccccc1)N1C[C@@H](CO)[C@H](c2ccccn2)C1,60%[activator]
O=C(COc1ccccc1)N1CCCC(n2cc(-c3nc(C4CC4)no3)nn2)C1 (configuration not stated),13%
O=C(Cn1ccc2ccccc2c1=O)N1CCCOC(Cn2cccn2)C1 (configuration not stated),-2%
COc1ccc(N(CC(=O)Nc2ccc(C)c(C)c2)S(=O)(=O)c2c(C)nn(C)c2C)cc1,?
COc1ccc(C(=O)N2CCCC(O)(CN3CCCC3)C2)cc1Cl (configuration not stated),31%[activator]
CN1CCN(C(=O)N2CCC3(CC2)CN([S+](C)(=O)[O-])Cc2ccccc2O3)CC1,18%[6.33 µM]
COc1ccccc1N1CCN(C(=O)Cn2c(-c3ccc(F)cc3)nc(C)cc2=O)CC1,6%
O=C(Cn1nc(Cc2ccncc2)c2ccccc2c1=O)Nc1cc(F)ccc1F,7%
COc1ccc2c(c1)C(C[C@H]1CN(C(=O)C3CCC3)CC[C@H]1CC(=O)O)=NCC2,?
Cc1ccc(Oc2ccccc2NC(=O)Cn2nc(C(N)=O)c3ccccc3c2=O)cc1,?
COC(=O)COc1ccc2c(=O)c(Oc3cccc(C)c3)c(C(F)(F)F)oc2c1,-12%
O=C(Nc1cccc2ccccc12)O[C@@H]1CO[C@H]2[C@@H]1OC[C@@H]2NC(=O)c1cccs1,?
COc1cccc(CN2CCCC(c3nc(-c4cccnc4)no3)CCNC(=O)CC2)c1 (configuration not stated),7%
COc1ccc(CNC(=O)N2CCCCCCNC(=O)[C@@H]3CCCC[C@@H]32)cc1,20%
COc1ccc(NC(=O)CCSc2nnc3scc(-c4ccc(Cl)cc4)n23)cc1,-8%
O=C(NCc1cccs1)c1ccc2c(c1)OCCN(c1ccccc1)C2,?
O=C(C[C@@H]1C[C@H]2O[C@H](CNCc3cnccc3C(F)(F)F)[C@@H](O)[C@H]2O1)N1CCOCC1,58%[activator]
CS(=O)(=O)c1cccc(C(=O)Nc2ccc(N3CCOCC3)cc2)c1,?
COc1cc(CN2CCCC(c3[nH]ccc3C(N)=O)C2)ccc1F (configuration not stated),25%
COC(=O)C[C@H]1C=C[C@H](NC(=O)Nc2ccccc2F)[C@@H](CO)O1,-15%
CCN(CC)CC(C)OC(=O)c1ccccc1F (configuration not stated),-13%
CN(C)CCCNc1oc(/C=C/c2cccs2)nc1C#N,-27%
O=c1cc(CN2CCN(CCO)CC2)c2cc(O)ccc2o1,?
COc1ccc(NC(=O)C2CCCN(c3cnc4nc(C)c(C)nc4c3)C2)c(C)c1 (configuration not stated),2%
COc1cccc(CNC(=O)c2ccc(S(=O)(=O)N3CCc4ccccc4C3)cc2)c1,6%
CNCc1ccc(OC)cc1,31%[activator][176 µM]
COC(=O)c1cc2c(c3c4cc(F)ccc4n(S(=O)(=O)c4ccc(OC)cc4)c13)C(=O)N(Cc1ccccc1OC)C2,-21%
Cc1cnc(CC2CCCN(C(=O)c3ccn[nH]3)C2)n1Cc1ccccc1 (configuration not stated),0%
CCCn1nc(C(=O)N(CC)CC2CCOC2)c2ccccc2c1=O (configuration not stated),-4%
CCc1cccc2cc(C(=O)O)[nH]c12,-36%
O=C(N[C@@H]1CN(Cc2ccc(F)cc2)C[C@H]1CO)c1ccccc1,13µM*
Cc1ccnc(N2CCC(O)(c3ccc(F)cc3)CC2)n1,-5%
CCC(CC)n1c(=O)n(CCC(N)=O)c2cc(C(=O)O)cnc21,10%
COc1cc(C(=O)NC2CCCN(c3cc(-c4ccccc4)[nH]n3)C2)cc(OC)c1OC (configuration not stated),64%[activator]
Cn1cnnc1Sc1nc2c(c(=O)n(C)c(=O)n2C)n1Cc1ccc(Br)cc1,-15%
O=C(O)CCC(=O)N1CCC2(CC1)C(=O)NCN2C(=O)Cc1c[nH]c2ccccc12,3%[6.33 µM]
CNC(=O)[C@@H]1C[C@H](Oc2cccnc2)CN1C(=O)Cc1ccccc1,-4%
CC1(C)COCCN1C(=O)c1cccc(CN2CCCC2)c1,-28%
O=C(CC1(O)C(=O)Nc2ccccc21)c1ccc(OC(F)F)cc1 (configuration not stated),-21%
O=C(NC1CC(=O)N(c2ccc3c(c2)OCCO3)C1)c1ccc(S(=O)(=O)N2CCOCC2)cc1 (configuration not stated),-9%
CCc1cc(CC)n(-c2nc3c(c(=O)n(CC(N)=O)c(=O)n3C)n2CC(C)C)n1,17%
CC(C)c1nnc(C2CN(C(=O)COc3ccccc3)CC23CCOCC3)o1 (configuration not stated),1%

14 successive entries out of the list so far:
molecule,ALOX12 inh
COc1ccc2c(c1)C(C[C@H]1CN(C(=O)C3CCC3)CC[C@H]1CC(=O)O)=NCC2,?
Cc1ccc(Oc2ccccc2NC(=O)Cn2nc(C(N)=O)c3ccccc3c2=O)cc1,?
COC(=O)COc1ccc2c(=O)c(Oc3cccc(C)c3)c(C(F)(F)F)oc2c1,-12%
O=C(Nc1cccc2ccccc12)O[C@@H]1CO[C@H]2[C@@H]1OC[C@@H]2NC(=O)c1cccs1,?
COc1cccc(CN2CCCC(c3nc(-c4cccnc4)no3)CCNC(=O)CC2)c1 (configuration not stated),7%
COc1ccc(CNC(=O)N2CCCCCCNC(=O)[C@@H]3CCCC[C@@H]32)cc1,20%
COc1ccc(NC(=O)CCSc2nnc3scc(-c4ccc(Cl)cc4)n23)cc1,-8%
O=C(NCc1cccs1)c1ccc2c(c1)OCCN(c1ccccc1)C2,?
O=C(C[C@@H]1C[C@H]2O[C@H](CNCc3cnccc3C(F)(F)F)[C@@H](O)[C@H]2O1)N1CCOCC1,58%[activator]
CS(=O)(=O)c1cccc(C(=O)Nc2ccc(N3CCOCC3)cc2)c1,?
COc1cc(CN2CCCC(c3[nH]ccc3C(N)=O)C2)ccc1F (configuration not stated),25%
COC(=O)C[C@H]1C=C[C@H](NC(=O)Nc2ccccc2F)[C@@H](CO)O1,-15%
CCN(CC)CC(C)OC(=O)c1ccccc1F (configuration not stated),-13%
CN(C)CCCNc1oc(/C=C/c2cccs2)nc1C#N,-27%

New compounds follow
molecule,ALOX12 inh
CCCC(=O)NCCNC(=O)CC1CCCCC1,3%
COCCNC(=O)c1cc(-c2ccccc2C(F)(F)F)nc2onc(C3CCCN3)c12 (configuration not stated),?
CCNC(=O)c1cccnc1OC1CCN(C(=O)c2sccc2C)C1 (configuration not stated),36%[activator]
CN(C)[C@@H]1CN(C(=O)c2ccoc2)CC[C@]1(O)c1ccccc1,33%[activator]
COc1ccc(C(=O)NCCn2ccn3nc(-c4ccc(C)cc4C)cc3c2=O)cc1F,16%
COc1ccc(-c2nc3cc(NC(=O)c4cc(Cl)ccc4OC)ccc3o2)cc1,?

High-throughput results deposited in PubChem BioAssay by National Center for Advancing Translational Sciences (NCATS).
